Compound activity (PubChem)
RGS12 GoLoco inh – inhibitors of human Gai1-RGS12 GoLoco interaction (red fluorophore). hit rate 0.44% among 230,000. Potency, µM (highest dose often 61.6 µM), without a hit: at the highest dose activity, negative = inhibition, hits mostly inhibitors. Gai1:RGS12 GoLoco peptide FP, rhodamine, 10 min. P63096; active means well fitted inhibition curve with a large enough effect, not every such curve was filed as active; inactive means no such curve, though single readings can be large or run the other way; further: nearly all actives have a fitted effect of over 30% in size; many of its hits are not listed in these tables
Target sequence (P63096 whole entry, looked up): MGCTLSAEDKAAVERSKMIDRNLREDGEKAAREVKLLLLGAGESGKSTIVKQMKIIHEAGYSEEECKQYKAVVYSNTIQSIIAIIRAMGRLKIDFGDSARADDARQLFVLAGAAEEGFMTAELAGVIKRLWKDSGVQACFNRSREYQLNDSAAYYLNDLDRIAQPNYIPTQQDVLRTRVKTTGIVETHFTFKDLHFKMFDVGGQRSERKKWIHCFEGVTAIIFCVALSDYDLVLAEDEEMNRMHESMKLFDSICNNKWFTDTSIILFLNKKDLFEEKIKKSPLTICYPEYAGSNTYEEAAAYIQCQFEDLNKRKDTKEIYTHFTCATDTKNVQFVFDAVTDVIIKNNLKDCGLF
TR SRC2 fluor cs – counter-screen for TRb-SRC2 inhibitors: fluorescence interference; hit rate 0.29% among 280,000; AID 1479; Potency, µM (highest dose often 106 µM), without a hit: at the highest dose fluorescence change, negative = quenching; TRb/SRC2 Texas Red total fluorescence interference; active means well fitted curve in either direction with a large enough effect; inconclusive means small, poorly fitted or top-dose-only effect
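Flags fluorescent or light-absorbing compounds by total fluorescence, S + 2P, at 555 nm excitation and 632 nm emission. Mixture: 20 nM Texas Red SRC2 peptide, 0.6 uM human TRb LBD, 1 uM T3, 5% DMSO; compound exposure 5 h at ambient temperature.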
GAA spleen mod – lysosomal alpha-glucosidase (human) modulation. P10253. human spleen homogenate, 4-MU-alpha-glucoside fluorescence. Potency, µM (titrated, usually from 79.9 µM), for inactives: top-dose activity change, negative = inhibition, usual class: inhibitors. hit rate 0.006% among 240,000. AID 2112;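 further: 0% = enzyme with vehicle and -100% = no enzyme basal signal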
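Human spleen homogenate (1 ug) with 4-methylumbelliferyl-alpha-D-glucopyranoside (1 mM final) in 50 mM citrate/phosphate pH 5.0, 0.01% Tween-20; 40 min at 37 C. Stopped at pH 10; 4-MU fluorescence Ex 365/Em 440 nm; AC50 by Hill fit.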
GAA glycogen – alters human alpha-glucosidase cleavage of glycogen. P10253. recombinant GAA, glycogen substrate, Amplex Red glucose oxidase fluorescence. AID 2100. Potency, µM (doses to about 76.4 µM), inactives show at the top dose activity change, negative = inhibition, actives largely listed as inhibitors. hit rate 0.38% among 300,000;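 further: 0% = full enzyme reaction and -100% = no-enzyme basal signal; the screen sought inhibitors and activators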
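Recombinant human alpha-glucosidase (4 nM final) hydrolysed bovine liver glycogen (30 ug) for 40 min at 37 C in pH 5.0 citrate/phosphate with 0.01% Tween-20. Released glucose detected by glucose oxidase/Amplex Red, Ex 573/Em 610 nm. Compounds up to 77 uM; AC50 from Hill fits.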
GAA inhib – alpha-glucosidase (human) inhibition | hit rate 0.005% among 200,000 | AID 1466 | Potency, µM (highest dose often 76.9 µM), without a hit: at the top dose activity change, negative = inhibition, actives largely listed as inhibitors | purified human GAA, 4-MU-alpha-glucoside fluorescence;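 further: plate controls were uninhibited enzyme wells for no effect and no-enzyme background for full effect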
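Enzyme (4 nM final) mixed with compound (up to 77 uM), then 4-MU-alpha-D-pyranoside (400 uM final) added; 20 min at room temperature, pH 5.0. Reaction stopped at pH 10, fluorescence read, AC50 derived by Hill fit.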
RECQ1 helicase – inhibitors of human RECQ1 DNA helicase. P46063. RECQ1 DNA unwinding, red fluorescence kinetic read. Potency, µM (top dose mostly 57.3 µM), without a hit: at the highest dose activity, negative = inhibition, actives largely listed as inhibitors. hit rate 0.54% among 240,000. AID 2549;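 further: plate controls were vehicle for no effect and no enzyme for full effect; nearly all actives have a fitted effect of over 30% in size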
Target sequence (P46063 whole entry, looked up): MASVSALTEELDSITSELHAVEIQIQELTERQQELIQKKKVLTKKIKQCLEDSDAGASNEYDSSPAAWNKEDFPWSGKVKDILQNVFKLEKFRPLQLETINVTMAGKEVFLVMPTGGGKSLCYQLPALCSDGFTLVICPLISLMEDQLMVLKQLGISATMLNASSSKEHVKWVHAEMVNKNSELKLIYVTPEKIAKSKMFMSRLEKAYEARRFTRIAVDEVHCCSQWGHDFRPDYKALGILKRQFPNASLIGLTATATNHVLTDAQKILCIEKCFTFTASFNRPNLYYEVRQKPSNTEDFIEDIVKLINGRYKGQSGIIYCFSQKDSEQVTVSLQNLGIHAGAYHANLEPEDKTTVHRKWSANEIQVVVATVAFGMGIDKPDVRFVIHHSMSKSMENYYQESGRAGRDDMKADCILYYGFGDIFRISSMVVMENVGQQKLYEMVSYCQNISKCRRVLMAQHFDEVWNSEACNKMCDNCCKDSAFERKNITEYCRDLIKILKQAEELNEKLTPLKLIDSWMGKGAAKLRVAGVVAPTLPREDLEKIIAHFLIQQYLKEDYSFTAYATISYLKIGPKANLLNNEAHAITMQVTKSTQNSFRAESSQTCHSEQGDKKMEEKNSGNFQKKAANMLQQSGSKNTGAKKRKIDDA
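50 nM RECQ1T1 preincubated 15 min with compound in Tris pH 8.0 buffer with MgCl2, DTT, Tween-20 and 2.5 ug/ml poly(dI-dC); started with 200 nM TAMRA/BHQ-2 forked duplex and 2 mM ATP. Unwinding read as fluorescence (525/598 nm), two reads 2 h apart.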
L3MBTL1 block – blocks human L3MBTL1; Q9Y468; hit rate 0.66% among 230,000; Potency, µM (highest dose often 57.1 µM), without a hit: at the top dose activity, negative = inhibition, most hits filed as inhibitors; AlphaScreen L3MBTL1–H3K9me1 peptide binding; further: nearly all actives have a fitted effect of over 60% in size
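AlphaScreen proximity signal between nickel-chelate acceptor and streptavidin donor beads (final 10 ug/mL) reports binding of 50 nM L3MBTL1 to 75 nM biotin-H3 K9me1 peptide; complex incubated with compounds 30 min at room temperature; cefsulodin titration as control.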
TRb-SRC2 inh – TRbeta-SRC2 interaction inhibition | P10828 | TRbeta-SRC2 peptide binding, fluorescence polarization; receptor liganded with 1 µM T3 | Potency, µM (top dose mostly 106 µM), without a hit: at the highest dose activity change, negative = inhibition, usual class: inhibitors | hit rate 0.065% among 280,000 | AID 1469;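 further: plate controls were bound peptide for no effect and peptide without receptor for full effect; nearly all actives have a fitted effect of over 50% in size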
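Binding of a 20-amino-acid Texas Red SRC2 peptide (20 nM) to TRb ligand-binding domain (0.6 uM) with agonist T3 at 1 uM was followed by fluorescence polarization after a 5 hr room-temperature incubation.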
Active calls of the source: *; i = inactive; ? = inconclusive; · = not tested or not shown; & = joins results of further samples; [ ] = another dose, or the depositor's remark. Unless noted, the call rests on the fitted dose curve; in most records, active means well fitted curve in the direction sought with a large enough effect; inconclusive means small, poorly fitted or top-dose-only effect, or another doubt; inactive means no such curve, though single readings can be large; an effect the other way counts as inactive or inconclusive. Unless noted, on the % scale 0 is the no-effect control and ±100 the full control effect; potency means the concentration at half of the fitted maximal effect. Some of the compounds tested; count on the stated rates, not on these rows.

no. | Structure | GAA inhib | GAA glycogen | GAA spleen mod | TRb-SRC2 inh
1 | CC1CCN(C(c2nnnn2CCc2ccccc2)C(C)C)CC1 (centres undefined) | ? | -3% | 1% | -13%[53 µM]
2 | O=C1C(Cl)=C(N2CCOCC2)C(=O)N1c1ccccc1Cl | -5% | 0% | -2% | -7%
3 | CCOc1ccc(Br)cc1S(=O)(=O)Nc1cccc(S(=O)(=O)N(C)c2ccccc2)c1 | -5% | -7% | 5% | -9%
4 | O=C(Cn1nnc(-c2ccncc2)n1)N(C1CCCCC1)C1CCCCC1 | 1% | -9% | -1% | -6%
5 | CCOC(=O)Cn1nc(/C=C/c2ccc(C(C)C)cc2)ccc1=O | -2% | -10% | -6% | 5%
6 | COc1ccc(C(=O)N(O)c2ccccc2)cc1 | · | · | -2% | -4%
7 | CC(C)C1Cc2c(C#N)c(N)n(C)c(=S)c2CO1 (centres undefined) | -7% | -25% | -5% | -5%
8 | COc1ccc(-c2[nH]ncc2CN2CCN(C3CCCCC3)C(=O)C2)cc1F | -7% | -16% | -19% | -6%
9 | COC(=O)C1=C(NC(=O)C2CCCCC2)CCS1 | -21% | -10% | -7% | -2%
10 | COc1ccc2c(c1)-c1nc(/N=C/c3ccccc3O)sc1CC2 | -17% | -13% | -2% | -3%
11 | O=C(CNC(=O)c1ccccc1)NC1(C(=O)NC2CCCC2)CCCCC1 | -1% | 3% | -7% | 1%
12 | Cc1onc(-c2ccccc2)c1C(=O)Nc1cc(C(F)(F)F)ccc1N1CCOCC1 | 7% | -4% | -2% | -13%
13 | CC1=C(C(N)=O)C(c2ccccc2)n2nc(-c3ccncc3)nc2N1 (centres undefined) | 4% | -22% | 2% | 1%
14 | COc1ccc(N2CCN(C(CNC(=O)C3CCCCC3)c3cccnc3)CC2)cc1 (centres undefined) | 4% | -13% | -12% | -10%
15 | S=C(Nc1cccnc1)Nc1ccccc1Br | ? | 11% | -5% | -8%

no. | L3MBTL1 block | RGS12 GoLoco inh | RECQ1 helicase | TR SRC2 fluor cs
1 | 20% | 8% | i | -1%[53 µM]
2 | 0% | -3% | -14% | -1%
3 | -9% | -2% | -6% | 1%
4 | · | 6% | -3% | 1%
5 | 3% | 5% | -10% | -1%
6 | · | 6% | -1% | 0%
7 | -2% | 4% | -5% | -5%
8 | -5% | 5% | -2% | 1%
9 | -17% | 9% | 0% | -4%
10 | -9% | -14% | -2% | -3%
11 | 1% | · | i | 3%
12 | -9% | 10% | -12% | -2%
13 | -1% | -6% | -31% | -1%
14 | -4% | 2% | 6% | -1%
15 | 0% | 9% | i | -2%

Remaining list, next part:
no. | Structure | GAA inhib | GAA glycogen | GAA spleen mod | TRb-SRC2 inh
16 | Cc1ccc(C(=O)NC(C(=O)Nc2cccc(S(N)(=O)=O)c2)C(C)C)cc1 (centres undefined) | -4%[15.4 µM] | -2% | -1% | 5%
17 | CN(Cc1ccon1)C(=O)CCc1nnc(CCCCc2ccccc2)o1 | -3% | 2% | -1% | -3%
18 | O=C(Nc1nc(-c2ccc3c(c2)OCO3)cs1)c1ccncc1 | -5% | 1% | 4% | 0%
19 | Cc1ccc(C)n1-n1c(C)nc2sc3c(c2c1=O)CCCCC3 | -10% | -13% | -6% | -5%
20 | O=C(c1ccc(N2CCCCC2)c([N+](=O)[O-])c1)N(c1ccccn1)c1ccccn1 | -10% | 3% | 3% | -4%
21 | O=C(CSc1nc2ccccc2c(=O)n1-c1ccccc1)N1CCc2ccccc2C1 | 1% | -12% | 4% | -8%
22 | CCOc1ccc(CC(=O)N2N=C(C)CC2(O)C(F)(F)F)cc1 (centres undefined) | 0% | 10% | 7% | 2%
23 | Cc1cccc(C(=O)N(NC(=O)Oc2ccccc2)C(C)(C)C)c1 | 1% | -11% | -5% | 4%
24 | CC(=O)Nc1ccc(C#Cc2ccc(NC(C)=O)cc2)cc1 | -1% | 2% | -2% | -3%
25 | COc1cccc(NC(=O)Nc2cccs2)c1 | 1% | ? | -5% | -10%
26 | Cc1cc(C)nc(SCc2cc(=O)c(OC(=O)c3ccc(S(=O)(=O)N4CCCC4)cc3)co2)n1 | -7% | -15% | -5% | -5%
27 | CCCc1nnc(NC(=O)CCC(=O)N2CCCCC2CC)s1 (centres undefined) | -10% | -2% | 4% | -5%
28 | COc1ccccc1CNc1ccc([N+](=O)[O-])cc1C | -12% | -17% | 1% | -3%
29 | COc1ccc(S(=O)(=O)N2CCc3ccccc32)cc1C(=O)OCc1nnc(-c2ccccc2)o1 | -8%[15.4 µM] | -6% | 6% | -3%
30 | COCCn1c(CN2CC(C)CC(C)C2)nc2c1c(=O)n(C)c(=O)n2C (centres undefined) | -3% | -7% | 4% | 2%

no. | L3MBTL1 block | RGS12 GoLoco inh | RECQ1 helicase | TR SRC2 fluor cs
16 | 4% | 7% | i | 2%
17 | 10% | 0% | i | 1%
18 | -3% | 12% | -3% | -1%
19 | -14% | 7% | -4% | 0%
20 | · | 3% | -5% | 0%
21 | -5% | 17% | 10% | -4%
22 | -6% | 0% | -15% | 2%
23 | 2% | 6% | -18% | 8%
24 | 2% | -10% | -3% | -2%
25 | -20% | 52%[activator] | i | 0%
26 | -6% | 5% | i | 0%
27 | 9% | -3% | -2% | 7%
28 | -22% | 12% | 0% | -3%
29 | -4% | 37%[activator] | -8% | 2%
30 | · | -14% | -6% | -1%

Next part:
no. | Structure | GAA inhib | GAA glycogen | GAA spleen mod | TRb-SRC2 inh
31 | CCCCOc1ccc(-c2c(C#N)c(N)[nH]c(=S)c2C#N)cc1 | · | -14% | 2% | -6%
32 | Cc1nn(-c2ccccc2)c(N)c1N=O | · | 8% | 1% | 0%
33 | CC(C)(C)OC(=O)N/N=C\c1ccc[nH]1 | 0% | 3% | 3% | 3%
34 | CN(C)S(=O)(=O)Oc1cccc(C(=O)Nc2ccc(Cl)c(Cl)c2)c1 | 0% | -15% | -7% | -3%
35 | COc1ccc(CNc2ccc(-c3ccc(OC)cc3)nn2)cc1 | 8% | -4% | -12% | -11%
36 | CCCC(C)NC(=O)Cc1ccccc1 (centres undefined) | -6% | 10% | 9% | 3%
37 | COc1cc(CN2CCN(CCc3ccccc3)C(CCO)C2)cc(OC)c1 (centres undefined) | -3% | -7% | -4% | 1%
38 | COc1cccc(CNC(=O)CCNS(=O)(=O)c2cccs2)c1 | -7% | -1% | -12% | -8%
39 | CCCN1CCC(=O)N(CCSc2ccc(C)cc2)CC1 | · | -11% | -9%&-2% | -1%&7%
40 | CCOC(=O)C1=C(C)N=C2SC(C)C(=O)N2C1c1ccc(OC(C)=O)c(OC)c1 (centres undefined) | -7% | -3% | -31% | -3%
41 | O=C(Cc1ccc(Cl)cc1)NNC1CC(=O)N(c2ccc3ccccc3c2)C1=O (centres undefined) | · | -3% | -4% | 2%
42 | CCCN1C(=O)S/C(=C\c2ccc(N3CCOCC3)cc2C)C1=O | 3% | 5% | 8% | 6%
43 | COc1ccccc1Oc1nc(C)c(C(C)=O)cc1C#N | 2% | -3% | 5% | -5%
44 | CCOc1ccc(CC(=O)NNC(=S)NC)cc1Br | · | -12% | 7% | -5%
45 | O=[N+]([O-])c1cc(S(=O)(=O)N2CCOCC2)ccc1N1CCCC1 | ? | 1% | 2% | 3%

no. | L3MBTL1 block | RGS12 GoLoco inh | RECQ1 helicase | TR SRC2 fluor cs
31 | -19% | 6% | 1% | -2%
32 | -1% | 4% | 6% | -5%
33 | · | 7% | -3% | -2%
34 | 9% | -3% | -5% | 3%
35 | 2% | 7% | -5% | -2%
36 | 3% | -4% | 15% | 0%
37 | -4% | 13% | -6% | 0%
38 | 1% | 8% | 0% | 1%
39 | · | 2% | 7%&-1% | -2%&-1%
40 | -1% | 72%[activator] | 0% | -5%
41 | · | -8% | 16% | 0%
42 | 5% | 11% | i | -2%
43 | 27% | -7% | i | 0%
44 | 0% | -12% | -9% | -2%
45 | -13% | -18% | -7% | -2%

By substructure, those above with a halogen.
no. | Structure | GAA inhib | GAA glycogen | GAA spleen mod | TRb-SRC2 inh
2 | O=C1C(Cl)=C(N2CCOCC2)C(=O)N1c1ccccc1Cl | -5% | 0% | -2% | -7%
3 | CCOc1ccc(Br)cc1S(=O)(=O)Nc1cccc(S(=O)(=O)N(C)c2ccccc2)c1 | -5% | -7% | 5% | -9%
8 | COc1ccc(-c2[nH]ncc2CN2CCN(C3CCCCC3)C(=O)C2)cc1F | -7% | -16% | -19% | -6%
12 | Cc1onc(-c2ccccc2)c1C(=O)Nc1cc(C(F)(F)F)ccc1N1CCOCC1 | 7% | -4% | -2% | -13%
15 | S=C(Nc1cccnc1)Nc1ccccc1Br | ? | 11% | -5% | -8%
22 | CCOc1ccc(CC(=O)N2N=C(C)CC2(O)C(F)(F)F)cc1 (centres undefined) | 0% | 10% | 7% | 2%
34 | CN(C)S(=O)(=O)Oc1cccc(C(=O)Nc2ccc(Cl)c(Cl)c2)c1 | 0% | -15% | -7% | -3%
41 | O=C(Cc1ccc(Cl)cc1)NNC1CC(=O)N(c2ccc3ccccc3c2)C1=O (centres undefined) | · | -3% | -4% | 2%
44 | CCOc1ccc(CC(=O)NNC(=S)NC)cc1Br | · | -12% | 7% | -5%

no. | L3MBTL1 block | RGS12 GoLoco inh | RECQ1 helicase | TR SRC2 fluor cs
2 | 0% | -3% | -14% | -1%
3 | -9% | -2% | -6% | 1%
8 | -5% | 5% | -2% | 1%
12 | -9% | 10% | -12% | -2%
15 | 0% | 9% | i | -2%
22 | -6% | 0% | -15% | 2%
34 | 9% | -3% | -5% | 3%
41 | · | -8% | 16% | 0%
44 | 0% | -12% | -9% | -2%
